Assay outcomes (PubChem)
E-selectin induc: E-selectin induction in HUVECs, primary screen, imaging, HUVEC, immunofluorescence imaging, single point | AID 686992, 2013 | 0.37% of 260,000 active | P16581 | activation, % at 7.58 µM | normalized: neutral wells 0, TNF-alpha wells 100;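 active = mean E-selectin-positive cell signal at least 10% of the positive control, reached in at least 60% of replicates, without over 20% cell loss; inconclusive = no rule given, readout overlaps actives, possibly toxicity-flagged; inactive = the rest, including those meeting only one limit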;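 note: in these data hits start at about 27%; measured in HUVEC primary endothelial cells; signal is the percent of cells scored E-selectin positive by PE staining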
Target sequence (P16581 whole entry, looked up): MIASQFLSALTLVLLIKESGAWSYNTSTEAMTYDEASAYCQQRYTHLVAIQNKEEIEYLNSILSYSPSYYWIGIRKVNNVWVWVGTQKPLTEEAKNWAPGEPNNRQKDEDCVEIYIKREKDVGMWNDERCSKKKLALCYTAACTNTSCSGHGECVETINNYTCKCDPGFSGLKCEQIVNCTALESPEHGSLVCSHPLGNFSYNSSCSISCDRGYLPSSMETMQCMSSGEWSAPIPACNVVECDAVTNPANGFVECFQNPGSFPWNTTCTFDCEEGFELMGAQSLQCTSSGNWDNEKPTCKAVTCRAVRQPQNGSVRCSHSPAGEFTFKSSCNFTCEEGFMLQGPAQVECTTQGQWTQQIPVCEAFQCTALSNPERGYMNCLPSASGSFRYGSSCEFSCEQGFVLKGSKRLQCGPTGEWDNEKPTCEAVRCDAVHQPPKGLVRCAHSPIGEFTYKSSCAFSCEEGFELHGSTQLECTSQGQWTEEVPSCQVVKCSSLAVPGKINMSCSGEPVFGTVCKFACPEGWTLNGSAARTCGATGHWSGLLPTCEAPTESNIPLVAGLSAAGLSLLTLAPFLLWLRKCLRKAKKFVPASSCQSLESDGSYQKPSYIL
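assay system = HUVEC, human umbilical vein endothelial cells | input = 3,000 HUVEC seeded per well | medium = EGM-2 growth medium on 0.1% gelatin-coated wells | dosing = one compound dose added by pin transfer | signal = immunofluorescence imaging | read-out basis = % PE-positive cells | control set = TNF-alpha, DMSO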
Xi reactivation: activators of inactive X chromosome reactivation, primary screen, imaging, XiGFP fibroblasts, GFP high-content imaging, set 2; XiGFP mouse fibroblasts, % GFP-positive cells imaging, 3 d; cells co-treated with 5-aza-dC sensitizer; scaled so ellipticine positive control = 100%; activation, % at 7.58 µM; 0.055% of 360,000 active;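 active = mean normalized replicate activation at least 10% and every replicate at or above 10%; inconclusive = only one of the two criteria met; inactive = mean below 10% and not all replicates reach 10%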;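 note: 0% = median of on-plate neutral control wells and 100% = ellipticine 6 µM median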
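Material: XiGFP fibroblasts, SV40-immortalized; Buffer or medium: DMEM containing 5-aza-dC; Compound dosing: single point; Times: 3 days compound exposure.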
INS-1E GSIS act: GLuc luminescence reporter in INS-1E cells, primary screen for activators of glucose-dependent secretion of insulin; AID 743287, 2014; 0.61% of 370,000 active; INS-1E GLuc reporter insulin secretion, 2-3 h; activation, % at 16.6 µM;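 active = lowest replicate activation of at least 40%, so every replicate reaches that level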;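 note: 0% = median of neutral control wells and 100% = median of IBMX positive control wells; some compounds called inactive have numbers as strong as hits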
CFTR F508del cor: F508del CFTR correction, initial screen, CFBE line, single point; activity (quench increase), % at 7.58 µM; AID 720511, 2013; 0.36% of 350,000 active; CFBE cells, YFP halide quenching; stimulated with forskolin plus potentiator P3; % fluorescence drop versus neutral controls;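 active = mean added fluorescence quench of at least 8% versus neutral control, with both replicates also reaching 8%; inconclusive = only one of the mean or replicate conditions met; inactive = mean below 8% and not both replicates reaching 8%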;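 note: cells transiently co-express mutant CFTR-F508del with the halide-sensitive YFP; corrector assay measuring rescue of mutant channel to the surface after 24 h compound exposure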
DENV2 CPE rescue: inhibitors of DENV2 cytopathic effect, primary screen, cell-based, plate reader, single concentration | DENV2-infected cells, cytopathic effect rescue | CPE inhibition, % at 9.99 µM | 1.7% of 350,000 active | AID 651640, 2012; in the data active = CPE inhibition above about 20%, passing the limit was not always enough; inconclusive = no clear call, values can overlap the other calls; tested in BHK-21 cells;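 note: 0% = median of neutral control wells and 100% = median of positive control wells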
RAD52 inh: RAD52 DNA annealing inhibitors, primary screen, biochemical, FRET, single point, set 2; 0.46% of 360,000 active; DNA repair protein RAD52 homolog (Homo sapiens), P43351; recombinant RAD52 DNA annealing, FRET fluorescence; inhibition, % at 18.7 µM;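 active = every replicate showing at least 50% inhibition; inconclusive = mean inhibition at least 50% but not in every replicate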
RAD54 inh: inhibitors of human RAD54 branch migration, primary screen, biochemical, fluorescence, single point. DNA repair and recombination protein RAD54-like (Homo sapiens), Q92698. inhibition, % at 10.4 µM. 0.14% of 360,000 active. RAD54 Holliday junction branch migration, FAM/BHQ fluorescence;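 active = mean normalized replicate activity at least 40 and at least half of replicates scoring 40 or more; inconclusive = only one of the two criteria met; inactive = mean below 40 and under half of replicates reaching 40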;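 note: 0% = median of neutral control wells and 100% = median of positive control wells; inhibitors cause a drop in the FAM fluorescence signal; in these data hits start at about 50%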
CASP6 VEID inh: human caspase-6 inhibitors, primary screen, biochemical, VEID-R110 fluorescence, single point, set 2. P55212. inhibition, % at 12.5 µM. purified caspase-6, Z-VEID-R110 cleavage fluorescence. 0.53% of 350,000 active. AID 686996, 2013;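 active = mean inhibition across replicates at least about 35%, with every replicate also reaching that limit, limit read from the data; inconclusive = only one of the two criteria met; inactive = neither criterion met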;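 note: 0% = median of neutral control wells and 100% = no fluorescence left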
Target sequence (P55212 24-179 limits assumed): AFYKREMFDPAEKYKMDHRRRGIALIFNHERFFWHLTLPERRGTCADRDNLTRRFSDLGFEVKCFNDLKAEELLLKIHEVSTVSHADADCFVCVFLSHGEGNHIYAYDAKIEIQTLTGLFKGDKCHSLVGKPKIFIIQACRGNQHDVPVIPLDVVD
Target sequence (P55212 194-293 limits assumed): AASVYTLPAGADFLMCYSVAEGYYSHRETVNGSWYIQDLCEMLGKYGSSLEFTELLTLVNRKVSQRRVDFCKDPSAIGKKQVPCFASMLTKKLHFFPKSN
* = called active by the depositor; ? = inconclusive; / = not tested or not shown.

SMILES	E-selectin induc	Xi reactivation	INS-1E GSIS act	CFTR F508del cor	DENV2 CPE rescue	RAD52 inh	RAD54 inh	CASP6 VEID inh
COCC(C)NC(=O)c1cccc([N+](=O)[O-])c1 (stereo not given)	/	0.0	-12	1.2	/	-5	/	-1
CCc1c(-c2cccc(OC)c2)ncn1Cc1cccc(-c2ccccc2)c1	-9.8	0.1	13	-0.8	11	12	/	-3
COc1ccc(S(=O)(=O)N2CCCC(C(=O)NCC3CCCO3)C2)cc1OC (stereo not given)	/	0.1	13	-4.7	3	4	11	/
CN1C(=O)C(O)(CC(=O)c2ccc(F)cc2)c2cc(Br)ccc21 (stereo not given)	/	0.0	-2	1.0	4	-13	-1	5
C[C@H](CO)N1C[C@H](C)[C@@H](CN(C)Cc2ccc(C(F)(F)F)cc2)Oc2ccc(NS(=O)(=O)c3cn(C)cn3)cc2C1=O	-1.7	0.2	6	0.9	5	7	-1	-1
Cc1ccc(NC(=O)C2(S(=O)(=O)c3ccc(Cl)cc3)CC2)cc1	0.0	0.3	-12	-5.9	-11	-7	-1	1
C[C@@H]1CN([C@H](C)CO)S(=O)(=O)c2ccc(-c3ccncc3)cc2O[C@@H]1CN(C)C(=O)C1CCC1	1.1	-1.3	1	1.1	/	/	/	/
Cc1csc2nc(COC(=O)c3ccc(Cl)c([N+](=O)[O-])c3)cc(=O)n12	/	0.0	6	2.1	-4	7	3	-4
COc1ccc(Cl)cc1NC(=O)CSc1nnc(-c2ccco2)o1	-0.3	-0.1	-8	-2.7	8	-16	-6	4
COc1ccccc1N(C)S(=O)(=O)c1ccc(Cl)c(C(=O)Nc2ccccc2N2CCOCC2)c1	-1.8	-0.1	-9	-1.3	11	-20	-2	-7
Cc1cc(C)cc(Nc2cc(C)nc3nc(C)nn23)c1	0.3	0.1	-2	1.1	?	-9	0	-1
C/C(=N\NC(=O)c1n[nH]c2c1CCC2)c1cccs1	0.6	0.3	/	0.5	-4	11	1	0
CN(C[C@H]1N[C@@H](CO)[C@H]1c1ccc(-c2cccc(F)c2)cc1)C(=O)CC1CC1	-0.3	0.3	2	0.8	20*	-22	-5	/
Cc1ccccc1SCC(=O)NCCCn1ccnc1	0.2	-0.1	3	0.9	-3	-5	-8	-17
C[C@H](CO)N1C[C@H](C)[C@H](CN(C)C(=O)Nc2cccc3ccccc23)Oc2ccc(NS(C)(=O)=O)cc2CC1=O	/	-0.1	7	-0.1	3	-12	6	0
CO[C@H]1CN(C)C(=O)c2cc(NC(=O)C3CC3)ccc2OC[C@H](C)N(C(=O)c2ccccn2)C[C@@H]1C	0.5	-0.2	4	-0.1	/	/	/	/
O=C(C[C@H]1CC[C@@H](NC(=O)Nc2cc(F)ccc2F)[C@@H](CO)O1)Nc1ccc(-c2ccccc2)cc1	2.5	-0.1	-33	3.0	2	2	-3	3
COc1ccc(S(=O)(=O)N(C)CC(=O)NCc2ccccc2)cc1OC	0.0	0.0	39	-1.1	-7	-5	-11	0
O=C(NCc1ccccc1)c1onc(CSc2ccc(F)cc2)c1C(=O)NCc1ccccc1	0.0	0.0	-12	1.3	/	/	-5	/
C[C@H]1CN([C@@H](C)CO)C(=O)c2cccc(NS(=O)(=O)c3ccccc3)c2O[C@@H]1CN(C)CC1CCCCC1	0.1	0.3	6	-3.3	-9	10	-10	-1
O=S(=O)(CC(O)COc1ccc(Br)cc1)c1ccccc1 (stereo not given)	-0.1	0.2	-6	-1.1	12	-4	/	2
COc1ccc(S(=O)(=O)N(C)C[C@H]2Oc3c(NC(=O)C4CC4)cccc3C(=O)N([C@@H](C)CO)C[C@@H]2C)cc1	0.1	3.3	-3	2.2	10	11	-2	-1
CC(C)NC(=O)N(C)C[C@H]1Oc2cc(C#CCN(C)C)ccc2S(=O)(=O)N([C@H](C)CO)C[C@H]1C	0.3	-0.2	14	0.2	15	-16	2	1
O=C(CCc1nc(-c2ccccc2Cl)no1)Nc1cccnc1	/	0.1	-2	0.7	-2	-10	-3	-1
COc1ccccc1NS(=O)(=O)c1ccc(N2CCOCC2)c(NC(=O)c2ccco2)c1	/	-0.1	9	3.4	9	-23	/	1
Next section.
SMILES	E-selectin induc	Xi reactivation	INS-1E GSIS act	CFTR F508del cor	DENV2 CPE rescue	RAD52 inh	RAD54 inh	CASP6 VEID inh
CCOC(=O)N1CCN(C(=O)C2CCCN(S(C)(=O)=O)C2)CC1 (stereo not given)	/	/	2	-0.1	3	-5	-10	/
CCN(CC(=O)Nc1cc(Cl)ccc1C)C(=O)c1ccc2c(c1)NC(=O)C(C)S2 (stereo not given)	/	0.0	-15	-0.4	50*	-19	14	6
CC(OC(=O)CC1CCCCC1)C(=O)Nc1cccc(C#N)c1 (stereo not given)	/	0.7	-17	1.5	1	-8	-2	2
CCOc1cc(/C=N/NC(=O)C2CCCC2)ccc1O	-0.2	0.0	15	1.8	7	2	-4	5
CC1=NN(c2ccccc2)C(=O)/C1=C\c1cn(-c2ccccc2)nc1C	0.2	0.3	4	-4.5	11	-11	/	-1
O=C(NCCCN1CCCC1=O)c1cc(COc2ccc(F)cc2F)on1	/	0.1	24	1.6	?	-2	-1	2
O=c1c2ccccc2[nH]c2ccc(F)cc12	/	0.0	23	/	-10	-10	/	27
Cc1nnc(NC(=O)CSCc2ccccc2)s1	-0.5	0.1	/	3.7	5	14	7	-4
CC(Oc1ccc(Br)cc1Cl)C(=O)Nc1ccncc1 (stereo not given)	0.4	0.1	-21	-2.4	1	-1	-2	-2
C[C@H](CO)N1C[C@H](C)[C@H](CN(C)Cc2ccc(Oc3ccccc3)cc2)Oc2ccc(NS(=O)(=O)c3ccc(F)cc3)cc2CC1=O	-0.2	-0.9	-11	-0.9	8	-11	0	-2
COc1ccc(CCN(C(=O)/C=C/C(=O)O)C2CC(=O)N(c3ccccc3)C2=O)cc1 (stereo not given)	/	0.0	6	2.5	-1	-8	/	2
COc1cccc(C(NC(=O)C2CCN(CCCOc3ccccc3)CC2)c2ccccn2)c1 (stereo not given)	-0.1	0.0	/	-0.4	1	-6	-7	38*
CCc1nnc(NC(=O)CSc2nnc(-c3ccc(NS(=O)(=O)c4ccccc4)cc3)o2)s1	/	-0.1	4	-2.0	26*	-20	-1	2
CC(C)Oc1cccc(C(=O)C2CCCN(Cc3ccc4nonc4c3)C2)c1 (stereo not given)	12	0.3	-26	2.1	0	-17	/	-3
COc1ccc(NC(=O)Nc2ccc3c(c2)CC(=O)N([C@@H](C)CO)C[C@H](C)[C@H](CN(C)S(=O)(=O)c2ccc(F)cc2)O3)cc1	0.4	0.4	-4	-0.3	13	-12	8	4
COc1ccc(-c2cnc3c(c2)C(=O)N([C@H](C)CO)C[C@H](C)[C@@H](CN(C)C(=O)Cc2ccncc2)O3)cc1	-0.3	-0.3	-5	1.1	11	8	-3	-2
Cn1nc(C(F)(F)F)c(-c2ccc(F)cc2)c1NC(=O)Nc1ccc(F)cc1	13	0.4	-33	1.8	-11	-1	2	-1
CNC(=O)C[C@H]1CC[C@H]2[C@@H](COc3ccc(NC(=O)Nc4ccc(F)c(F)c4)cc3C(=O)N2C)O1	0.0	0.2	-8	-1.7	5	-9	-30	-3
Cc1cccc(NS(=O)(=O)c2ccc(C(=O)N3CCN(c4ccccc4O)CC3)cc2)c1C	-0.5	0.2	-49	2.1	0	2	-12	3
CCN(CC(=O)Nc1c(F)cccc1F)C(=O)CSc1nc2ccccc2o1	-1.7	-0.1	4	1.7	-3	-14	/	4
COCC(=O)Nc1ccc2c(c1)C(=O)N(C)[C@H]1CC[C@@H](CC(=O)NCc3cccc(F)c3)O[C@H]1CO2	0.0	0.1	4	-0.7	-4	/	3	/
O=C1C2C(c3cccc(/C=C/c4ccccc4)c3)CC=CC2C(c2ccc3ccccc3c2)N1Cc1ccccc1 (stereo not given)	-0.8	0.0	/	0.0	4	-10	2	/
CNC(=O)C(=O)Nc1cc2c3c(c1)CCC(=O)N3CCC2	0.2	0.0	7	0.0	18	-6	-6	0
Cc1ccccc1CSCCNC(=S)Nc1ccccc1	1.9	0.0	-2	-2.8	1	-11	/	0
CC(=O)Nc1ccc2c(c1)C(=O)N(C)[C@H]1CC[C@@H](CC(=O)NCc3ccc(Cl)cc3)O[C@@H]1CO2	0.0	0.3	5	-0.7	?	-5	-1	-3
(next part)
SMILES	E-selectin induc	Xi reactivation	INS-1E GSIS act	CFTR F508del cor	DENV2 CPE rescue	RAD52 inh	RAD54 inh	CASP6 VEID inh
COc1ccccc1CNC(=O)C[C@H]1C[C@H]2c3cc(NC(=O)CN(C)C)ccc3O[C@H]2[C@@H](CO)O1	0.1	0.0	-14	-4.0	-2	-4	-10	1
CN(C)CCNC(=O)c1cc2c(s1)-c1ccc(Cl)cc1SC2	7.1	1.2	228*	3.0	-8	81*	57*	-90
N#Cc1ccc(-c2nc3ccc(Br)cn3c2Cc2ccccc2C(F)(F)F)cc1	-0.2	-0.1	12	-0.3	5	-84	1	-4
COc1ccc(C(CNC(=O)C2CCN(S(=O)(=O)c3ccc(F)cc3)CC2)N(C)C)cc1 (stereo not given)	/	0.0	-5	3.3	-3	-17	-3	-9
CCN1CCN(S(=O)(=O)c2ccc(Cl)c(C(=O)NC(C)c3ccccc3Cl)c2)CC1 (stereo not given)	/	0.2	-10	-3.2	?	9	-1	-83
COc1ccccc1N1C(=O)C2C(C(=O)c3ccccc3)=NN(c3ccccc3OC)C2C1=O (stereo not given)	10	0.3	18	-0.7	7	-177	/	-1
CC(=O)NC1C(OCc2ccccc2)OC2COC(C)(C)OC2C1O (stereo not given)	0.2	/	-5	2.2	-2	-2	0	1
Cc1ccc(C(=O)N/C(=C/c2ccco2)C(=O)NCc2ccco2)cc1	/	0.0	115*	1.3	11	-32	-5	15
C[C@H](CO)N1C[C@H](C)[C@@H](CN(C)CC2CCCC2)Oc2ncc(-c3cccc(F)c3)cc2C1=O	-2.0	-0.2	-10	1.7	-4	-2	-6	2
COc1ccc(S(=O)(=O)N2CCOCC2)cc1NC(=O)C1COc2ccccc2O1 (stereo not given)	-0.1	0.7	1	3.6	3	-1	-8	6
Cn1nnnc1Sc1ncnc2scc(-c3cccc4ccccc34)c12	-0.6	-0.2	-7	-7.5	/	2	0	-4
C[C@H]1CN([C@@H](C)CO)S(=O)(=O)c2ccc(C3=CCCCC3)cc2O[C@H]1CN(C)Cc1ccccn1	0.6	0.0	-12	3.4	-5	14	-4	-1
COc1cc2c(cc1OC)CN(C(=O)[C@@H]1[C@H]3C(=O)O[C@H](c4ccccc4)[C@H](c4ccccc4)N3[C@H](c3ccc(O)cc3)[C@@]13C(=O)Nc1ccccc13)CC2	/	/	/	-3.2	1	18	-1	-1
COc1ccc2c3c(n(C)c2c1)[C@H](CO)N(C(=O)Nc1ccc(F)cc1)CC31CN(Cc2ccccc2F)C1	-0.1	0.0	-1	1.9	-5	-38	/	3
Cc1cc(C)c(NC(=O)CSc2nncn2-c2cccnc2)c(C)c1	/	0.0	-2	0.6	6	-23	/	0
